NPY Y2 blocker: NPY-Y2 receptor antagonists, primary screen, cell-based; Neuropeptide Y receptor type 2 (Homo sapiens), P49146; NPY-Y2 expressing cells, antagonist mode; inhibition, % at 2.7 µM; 140,000 tested, 0.99% active; AID 793, 2007; in the data active = inhibition above about 17%;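 also: 0% = vehicle with agonist challenge and 100% = reference antagonist with challenge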
Target sequence (P49146 whole entry, looked up): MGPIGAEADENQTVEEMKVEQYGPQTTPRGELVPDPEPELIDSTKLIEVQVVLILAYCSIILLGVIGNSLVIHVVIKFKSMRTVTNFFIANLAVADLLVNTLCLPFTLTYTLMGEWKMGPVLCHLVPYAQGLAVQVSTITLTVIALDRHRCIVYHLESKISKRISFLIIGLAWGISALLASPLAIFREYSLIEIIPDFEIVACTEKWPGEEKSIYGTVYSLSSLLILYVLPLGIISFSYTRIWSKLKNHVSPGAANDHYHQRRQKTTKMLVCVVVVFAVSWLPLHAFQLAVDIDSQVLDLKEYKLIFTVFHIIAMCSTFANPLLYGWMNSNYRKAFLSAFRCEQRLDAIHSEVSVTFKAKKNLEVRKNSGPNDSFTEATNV
Phagocyt inh: inhibitors of macrophage phagocytosis, primary screen, imaging, J774A.1 cells, IgG beads; 110,000 tested, 0.07% active; AID 1029, 2008; J774A.1 macrophage IgG-bead phagocytosis; inhibition, % at 5 µM;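 active = inhibition above the mean of the plate negative controls plus 5 SD, cut at about 13% in these data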;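 also: phagocytic index as fraction of beads internalized from green versus red external bead signal; plate controls were DMSO negative control for no effect and cytochalasin-D positive control for full effect; some results beyond the cut were filed as inactive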
E-sel TNF inh: E-selectin induction blockers in HUVEC – imaging, immunofluorescence, high content, primary screen; AID 1246, 2008; 120,000 tested, 0.71% active; HUVEC TNFa-induced E-selectin immunofluorescence; inhibition, % at 2 µM;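 active = inhibition above the batch mean plus 3 SD, and confirmed as a hit on visual image review, cut at about 43% in these data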;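 also: 0% = TNF-stimulated DMSO wells and 100% = unstimulated control wells; not every result past the cut was called active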
BB579 growth dn: growth inhibitors of yeast BB579 in restrictive medium, primary screen, yeast lifespan-shortening project, S. cerevisiae. OD615, 48 h. inhibition, % at 10 µM. 140,000 tested, 0.51% active. AID 804, 2007;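 active = inhibition above a set limit, 3 SD over the mean compound inhibition, cut at about 44% in these data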; also: inactives centre near -24
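System: Saccharomyces cerevisiae DeaD strain BB579, replicative lifespan model yeast | Buffer or medium: Restrictive glucose-based CSMM-D medium | Times: 4 h preincubation and 48 h exposure at 30 °C | Detection: OD615 turbidity measurement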
MRP-1 activ: H69AR viability gain despite doxorubicin, primary screen, MRP-1 activator project, H69AR cells, CellTiter-Glo | AID 799, 2007 | viability rescue | 140,000 tested, 0.61% active | viability increase, % at 10 µM;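 active = viability gain under doxorubicin at or above a set limit, the compound median plus 3 SD, cut at about 4.7% in these data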;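 also: MRP-1 overexpressing cells given doxorubicin 25 µM after compound pretreatment; 18-22 h compound pretreatment then 72 h with doxorubicin before readout; 0% = doxorubicin-only wells and 100% = vehicle-treated cells without doxorubicin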
Measles CPE: compounds protecting cells from measles virus cytopathic effect, primary screen, measles RdRp inhibitor project, single point, MLSMR library, absorbance | protection (pct of control), % at 4 µM | AID 841, 2007 | Measles virus-infected cells, CPE protection | 140,000 tested, 1.5% active; in the data active = protection mostly above about 24%, no sharp cut-off; inactive = mostly below about 26%; also: some compounds called inactive have numbers as strong as hits
PTEN del growth: growth suppression of PTEN-null HCT116, primary screen, cell-based, CellTiter-Glo; HCT116 PTEN-null viability, 60 h; hits give low values; viability, % at 10 µM; 140,000 tested, 1.2% active;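 active = viability at or below a set limit, 4 SD under the median of all tested compounds, cut at about 3.7% in these data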;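 also: PTEN knockout HCT116 line with beta catenin targeted HCT116 as companion control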
bCat KO growth: primary screen for growth suppressors in beta-catenin knockout HCT116 cells (colon tumor, human); HCT116 beta-catenin knockout viability, CellTiter-Glo, 60 h; hits give low values; viability, % at 10 µM; 140,000 tested, 1.5% active;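 active = viability at or under a set limit, the compound median less 4 SD, cut at about 6% in these data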;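 also: 0% = Hyamine 1622 control at 20 µM and 100% = untreated cell control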
GALR2 antag: GALR2 antagonists in receptor-expressing cells, primary screen | 140,000 tested, 0.39% active | Galanin receptor type 2 (Homo sapiens), O43603 | antagonist mode | AID 828, 2007 | inhibition, % at 4 µM; in the data active = inhibition above about 27%;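 also: cells stimulated with galanin 1-16 at roughly its EC80; 0% = agonist challenge control and 100% = basal control without agonist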
Target sequence (O43603 whole entry, looked up): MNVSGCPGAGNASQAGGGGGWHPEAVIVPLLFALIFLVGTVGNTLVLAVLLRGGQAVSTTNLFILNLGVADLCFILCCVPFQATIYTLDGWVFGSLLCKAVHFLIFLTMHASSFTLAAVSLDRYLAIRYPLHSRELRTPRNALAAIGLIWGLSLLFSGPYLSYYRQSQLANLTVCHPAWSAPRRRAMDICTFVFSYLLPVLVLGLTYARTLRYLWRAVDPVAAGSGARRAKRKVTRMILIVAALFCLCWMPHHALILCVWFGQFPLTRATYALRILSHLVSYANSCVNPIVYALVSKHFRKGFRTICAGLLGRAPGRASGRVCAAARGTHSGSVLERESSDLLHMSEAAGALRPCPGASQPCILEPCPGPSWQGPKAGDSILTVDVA
Yeast lifespan up: compounds extending yeast replicative lifespan, primary screen, S. cerevisiae, OD615; S. cerevisiae growth with nicotinamide; deaD strain in restrictive glucose medium; inhibition of the nicotinamide effect, % at 10 µM; 130,000 tested, 0.68% active; AID 775, 2007;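 active = inhibition above a set limit, placed 3 SD over the median of all compounds, cut at about 26% in these data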;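 also: 0% = nicotinamide-treated wells and 100% = cells grown without nicotinamide; some compounds called inactive have numbers as strong as hits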
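assay system = DeaD-strain S. cerevisiae | measured by = absorbance at 615 nm | probe or stimulus = nicotinamide 1.5 mM | buffer or medium = CSMM-D glucose medium, restrictive | times = 48 h at 30 °C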
* = called active by the depositor; · = not tested or not shown.

No.	SMILES	NPY Y2 blocker	Phagocyt inh	E-sel TNF inh	BB579 growth dn	MRP-1 activ
1	CCCOc1ccc(-c2nnn(CC(=O)OCC)n2)cc1	1	0	·	-5	-0.9
2	COc1ccc(-n2c(C)cc(C(=O)NC3CCCCC3)c2C)cc1	7	·	5	2	-3.0
3	O=C(Nc1ccc(S(=O)(=O)N2CCc3ccccc32)cc1)c1ccc2c(c1)OCO2	0	-1	15	-21	0.1
4	CCCC(=O)Nc1ccc(S(=O)(=O)Nc2cc(C)nc(C)n2)cc1	-3	-1	·	-15	-1.3
5	Cn1c(-c2ccc3c(c2)OCO3)cnc1NCc1ccc(Cl)cc1	11	-1	·	2	-3.0
6	CCOC(=O)c1[nH]c(C)c(C(=O)NC2CCCC2)c1C	3	0	23	0	-1.1
7	O=C1c2ccccc2C(=O)N1CCc1csc(-c2ccccc2)n1	5	0	·	-37	-1.3
8	Cc1nn(Cc2c(Cl)cccc2Cl)c(C)c1NC(=O)c1cnn2c(C(F)F)cc(-c3ccccc3)nc12	3	0	-39	-35	-3.8
9	CS(=O)(=O)NC1c2cccc3cccc(c23)C1Sc1nncn1/N=C/c1ccco1 (stereo not given)	-1	-1	·	10	-4.1
10	Cc1ccc(NC(=O)CS(=O)CC(=O)NC2CCN(Cc3ccccc3)CC2)c(C)c1 (stereo not given)	1	-1	1	-21	1.2
11	O=C(Cn1cc2c(n1)CCCCC2)Nc1ccc(F)cc1F	3	-1	-4	-21	1.9
12	CNC(=S)NNC(=O)CCn1nc(C)c(Br)c1C	1	0	5	-49	0.2
13	Cc1cccc(N2C(S)=C(C#N)C(=O)NC23CCCCC3)c1	4	-5	·	-30	-0.2
14	COc1ccc2oc(-c3ccccc3)c(C(N)=O)c2c1	1	0	-29	-8	-3.2
15	COc1ccc(CCN2C(=O)C(Oc3ccccc3)C2c2ccc3c(c2)OCO3)cc1 (stereo not given)	14	0	·	-14	0.2

No.	Measles CPE	PTEN del growth	bCat KO growth	GALR2 antag	Yeast lifespan up
1	19	98	100	-11	-8
2	8	52	58	-10	-9
3	10	66	62	6	-3
4	10	103	91	-5	-5
5	25	63	70	6	-15
6	18	105	98	3	-6
7	39*	104	106	-4	-22
8	7	43	37	5	-12
9	24	89	89	-13	-6
10	5	103	100	-8	4
11	13	100	110	8	0
12	20	100	103	-5	-12
13	13	88	65	5	6
14	6	84	96	2	-5
15	16	94	92	-6	2

Later entries
No.	SMILES	NPY Y2 blocker	Phagocyt inh	E-sel TNF inh	BB579 growth dn	MRP-1 activ
16	N=c1oc2c3c4c(cc2cc1C(=O)Nc1ccccc1)CCCN4CCC3	1	-1	31	-46	6.4*
17	CC1(C)Cc2c(c(-c3ccccc3Cl)[nH]c(=O)c2C#N)CO1	6	-1	-10	-19	-2.8
18	C=CCc1cccc(/C=N/NC(=O)C(C)Nc2ccc(C)cc2)c1O (stereo not given)	-1	-3	·	7	2.9
19	CCNc1nc(N)nc(-c2cc(Cl)ccc2OC)n1	1	-2	-12	-14	-3.5
20	O=C(c1ccco1)N1CCN(C/C=C/c2ccccc2)CC1	-2	0	-16	0	-3.8
21	COc1ccc(NC(=O)CSc2ccccc2)cc1S(=O)(=O)N1CCCCC1	2	·	·	-34	1.1
22	CCCOC(=O)c1ccc(NC(=O)c2ccoc2C)cc1	0	·	0	-16	1.8
23	CCOc1cc(C)cc2oc(=O)cc(-c3ccccc3)c12	15	-2	-46	-31	-1.2
24	CC1(C)N=C(c2cccs2)C(C)(C)N1O	2	-2	1	-8	-0.6
25	COc1ccc(N2CC(C(=O)OCC(=O)NCc3ccccc3)CC2=O)cc1 (stereo not given)	3	·	-22	-18	-2.5
26	Cn1nnnc1SCCNCc1cccnc1	-2	-1	·	-16	-0.5
27	O=C(c1ccc(-n2c(SCc3cccc(F)c3)nc3ccccc3c2=O)cc1)N1CCOCC1	5	-3	·	-2	-1.6
28	O=C1Nc2cc(Cl)ccc2C1(N1CCNCC1)C(F)(F)F (stereo not given)	-1	-2	-13	-3	-4.7
29	O=C(CSc1n[nH]c(-c2cccs2)n1)NCc1cccs1	0	·	-15	-20	-3.1
30	O=C1CCC(C(=O)OCC(=O)N2N=C3/C(=C/c4ccccc4)CCCC3C2c2ccccc2)N1 (stereo not given)	7	-2	4	-52	-2.5

No.	Measles CPE	PTEN del growth	bCat KO growth	GALR2 antag	Yeast lifespan up
16	6	68	84	-6	-10
17	28*	94	87	-9	0
18	14	10	13	-14	1
19	2	103	87	3	-2
20	18	92	94	-7	0
21	9	90	86	20	2
22	35	78	77	-9	-8
23	11	93	90	3	-7
24	6	86	90	4	3
25	4	102	96	-1	-10
26	12	95	93	3	6
27	17	72	62	-2	-7
28	27	75	84	6	-6
29	7	76	78	-9	-6
30	18	70	66	2	-3

As entered above.
compound 29 in bCat KO growth → 78
compound 27 in Phagocyt inh → -3
compound 16 in MRP-1 activ → 6.4*
compound 23 in BB579 growth dn → -31
compound 19 in bCat KO growth → 87
compound 28 in E-sel TNF inh → -13
compound 21 in bCat KO growth → 86

Six entries from above, with bars between the fields:
nr | canonical_smiles | NPY Y2 blocker | Phagocyt inh | E-sel TNF inh | BB579 growth dn | MRP-1 activ | Measles CPE | PTEN del growth | bCat KO growth | GALR2 antag | Yeast lifespan up
7 | O=C1c2ccccc2C(=O)N1CCc1csc(-c2ccccc2)n1 | 5 | 0 | · | -37 | -1.3 | 39* | 104 | 106 | -4 | -22
30 | O=C1CCC(C(=O)OCC(=O)N2N=C3/C(=C/c4ccccc4)CCCC3C2c2ccccc2)N1 (stereo not given) | 7 | -2 | 4 | -52 | -2.5 | 18 | 70 | 66 | 2 | -3
27 | O=C(c1ccc(-n2c(SCc3cccc(F)c3)nc3ccccc3c2=O)cc1)N1CCOCC1 | 5 | -3 | · | -2 | -1.6 | 17 | 72 | 62 | -2 | -7
3 | O=C(Nc1ccc(S(=O)(=O)N2CCc3ccccc32)cc1)c1ccc2c(c1)OCO2 | 0 | -1 | 15 | -21 | 0.1 | 10 | 66 | 62 | 6 | -3
24 | CC1(C)N=C(c2cccs2)C(C)(C)N1O | 2 | -2 | 1 | -8 | -0.6 | 6 | 86 | 90 | 4 | 3
15 | COc1ccc(CCN2C(=O)C(Oc3ccccc3)C2c2ccc3c(c2)OCO3)cc1 (stereo not given) | 14 | 0 | · | -14 | 0.2 | 16 | 94 | 92 | -6 | 2

New compounds follow
No.	SMILES	NPY Y2 blocker	Phagocyt inh	E-sel TNF inh	BB579 growth dn	MRP-1 activ
31	C=CCNC(=O)c1ccccc1NC(=O)Nc1ccccc1	2	-2	-8	-29	-3.6
32	Cc1nc(Cl)sc1C(=O)NC(C)c1ccc(Cl)cc1 (stereo not given)	3	-4	·	-7	-0.5
33	COc1ccc(Br)cc1-c1noc(-c2ccccc2)n1	4	-1	7	-9	-0.7
34	CN1CCN(c2ccc([N+](=O)[O-])cc2C(=O)N2CCCCC2)CC1	1	-3	6	-17	-1.8
35	O=C(c1ccc2c(Cl)c3c(nc2c1)CCCC3)N1CCN(c2ccc(F)cc2)CC1	6	·	-23	-31	-3.7
36	CC(C)c1cc(C(F)(F)F)n2nc(C(=O)Nc3ccc4c(c3)OCO4)cc2n1	3	-1	10	-52	-2.1
37	Cc1ccc(S(=O)(=O)N2CCCOC2CNC(=O)C(=O)NCCC2=CCCCC2)cc1 (stereo not given)	4	1	·	-38	0.3
38	COc1ccc(CCNc2cc(=O)[nH]c(N)n2)cc1	0	0	8	-38	-0.8
39	CN(C)c1cccc2c1C(=O)c1ccccc1C2=O	-6	-9	1	-3	-4.0
40	CCN(CC)C(=O)c1ccc(C)c(Br)c1	2	0	-10	-17	-1.5
41	CCCCOC(=O)Nc1cc(Cl)ccc1C	4	4	17	-34	0.4
42	O=C(COC(=O)CCC(=O)c1cccs1)Nc1ccc(S(=O)(=O)N2CCOCC2)cc1	-1	1	-10	-68	-0.5
43	Cc1ccc(CNC(=O)/C=C/c2cccs2)cc1	1	-2	0	-24	-1.9
44	Nn1c(SCc2nc3ccccc3[nH]2)nnc1-c1ccccc1	1	·	-11	-33	-3.8
45	O=C(NCc1ccc2c(c1)OCO2)C1CCN(S(=O)(=O)N2CCCCC2)CC1	6	1	-6	-39	-1.9

No.	Measles CPE	PTEN del growth	bCat KO growth	GALR2 antag	Yeast lifespan up
31	13	82	99	12	-4
32	17	69	58	12	1
33	5	71	67	-4	-16
34	13	101	86	-8	3
35	4	79	81	-10	12
36	3	92	105	-10	-36
37	33	70	76	-2	-1
38	7	103	102	1	-11
39	5	63	61	-14	-6
40	3	93	95	2	-3
41	11	108	109	2	-16
42	4	95	95	19	-10
43	6	89	88	-4	-2
44	8	94	90	19	-16
45	5	90	96	9	1

(more compounds)
No.	SMILES	NPY Y2 blocker	Phagocyt inh	E-sel TNF inh	BB579 growth dn	MRP-1 activ
46	CCCOc1ccc(C(NC(=O)CC(C)C)NC(=O)CC(C)C)cc1OC	2	-5	·	-42	-1.7
47	CC(C)C(c1nnnn1CCc1ccccc1)N1CCN(C(=O)c2ccco2)CC1 (stereo not given)	4	0	20	-22	-2.9
48	CC(=O)/C=C1/SC(CC(=O)O)C(=O)N1c1ccccc1 (stereo not given)	4	·	15	-21	0.9
49	O=C(C1CC1)N1CCc2cc(Br)cc(S(=O)(=O)NCCN3CCOCC3)c21	1	-1	16	-8	1.0
50	CC1CCN(C(=O)c2cccc(S(=O)(=O)N3CCCCC3)c2)CC1	3	-2	-31	-10	-2.1
51	COc1ccc(/C=C/C(=O)c2ccc(Cl)s2)cc1O	1	-1	5	-46	-2.9
52	Cc1nn(C)c(C)c1N1C(=O)c2cccc3c(Br)ccc(c23)C1=O	7	·	-10	-19	-1.7
53	CCOc1ccc(NC(=O)CNC(=O)c2cn(-c3ccccc3OC)c(=O)c3ccccc23)cc1	1	-1	·	-6	-1.6
54	CC1(C)CC(O)C(CCC(O)c2ccccc2)C(C)(C)N1 (stereo not given)	2	-1	·	-28	-0.4
55	CCOC(=O)N1CCN(C(=O)/C(=C/c2cccc3ccccc23)NC(=O)c2ccc(OC)c(OC)c2)CC1	5	0	1	-13	-0.9

No.	Measles CPE	PTEN del growth	bCat KO growth	GALR2 antag	Yeast lifespan up
46	20	101	101	-12	7
47	20	82	85	6	-9
48	19	98	97	3	·
49	8	102	95	2	-12
50	20	95	90	1	-10
51	12	4	3.4*	3	-17
52	10	38	7	29*	·
53	7	88	93	-3	4
54	9	96	88	9	0
55	4	93	102	11	3
